From PubChem
LDHA block – qHTS assay for inhibitors of human lactate dehydrogenase. activity change, % (values are at about 110 or 230 µM). purified LDHA, NADH/diaphorase-resazurin fluorescence; active compounds read low. AID 1347041, 2019. 480,000 tested, 0.15% active; in the data active = activity change below about -30%; inconclusive = mostly about -25% to -30%;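 also: plate controls were DMSO wells for no effect and wells without enzyme for full effect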
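Human LDH5 (2 nM) was incubated with 0.06 mM NADH and 0.2 mM pyruvate for 5 min at room temperature in Tris pH 7.4. Remaining NADH was coupled through diaphorase/resazurin, and resorufin fluorescence was read at 0 and 20 min.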
USP1 inh – Inhibitors of USP1/UAF1: Primary Screen. recombinant USP1/UAF1, Ub-Rhodamine cleavage fluorescence. Potency, µM (highest dose often 57.1 µM), for the others: at the highest dose activity change, negative = inhibition, actives largely listed as inhibitors. 390,000 tested, 0.23% active. AID 743255, 2014; also: potency is read from the fitted curve at half-maximal effect; % is scaled to controls: 0 for no effect and ±100 for the full control effect; nearly all actives have a fitted effect of over 60% in size; inactives centre near -12
Target sequence (O94782 whole entry, looked up): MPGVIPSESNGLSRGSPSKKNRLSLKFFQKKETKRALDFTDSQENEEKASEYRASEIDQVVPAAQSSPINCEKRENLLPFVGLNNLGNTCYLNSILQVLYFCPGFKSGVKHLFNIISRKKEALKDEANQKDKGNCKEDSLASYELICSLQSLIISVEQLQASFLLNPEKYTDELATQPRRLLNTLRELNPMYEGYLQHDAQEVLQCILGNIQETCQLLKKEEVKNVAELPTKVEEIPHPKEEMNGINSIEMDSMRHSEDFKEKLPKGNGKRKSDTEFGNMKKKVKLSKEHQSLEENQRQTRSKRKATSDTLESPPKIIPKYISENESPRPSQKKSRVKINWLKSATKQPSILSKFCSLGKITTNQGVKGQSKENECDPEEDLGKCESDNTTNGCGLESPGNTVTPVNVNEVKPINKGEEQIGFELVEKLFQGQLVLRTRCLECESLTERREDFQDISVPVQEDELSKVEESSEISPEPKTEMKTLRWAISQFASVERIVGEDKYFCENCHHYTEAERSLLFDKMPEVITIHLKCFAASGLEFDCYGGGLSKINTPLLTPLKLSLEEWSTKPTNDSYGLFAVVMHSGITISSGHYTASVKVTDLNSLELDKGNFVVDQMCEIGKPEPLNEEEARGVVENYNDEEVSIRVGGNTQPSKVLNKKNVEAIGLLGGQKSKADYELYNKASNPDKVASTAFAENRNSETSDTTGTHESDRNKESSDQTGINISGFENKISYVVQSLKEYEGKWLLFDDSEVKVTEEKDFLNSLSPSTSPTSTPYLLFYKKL
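USP1/UAF1 complex (1 nM) preincubated 15 min at room temperature with compound, then Ub-Rho substrate (150 nM final) added. Kinetic fluorescence at 480/540 nm over 6 reads at 60 s intervals; 50 mM HEPES pH 7.8, 0.5 mM EDTA, 0.1 mg/ml BSA, 1 mM TCEP, 0.01% Tween-20.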
Vif-APOBEC3F blk – qHTS for Inhibitors of Vif-A3F Interactions: qHTS; HeLa A3F-eYFP + Vif (tagged APOBEC3F with the HIV-1 protein that degrades it), YFP fluorescence increase; Potency, µM (top dose mostly 46.1 µM), for inactives: at the top dose activity, negative = active; 390,000 tested, 0.2% active; AID 602313, 2012; also: potency is read from the fitted curve at half-maximal effect; % of control where 0% means no effect; nearly all actives have a fitted effect of over 65% in size
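HeLa cells stably expressing Vif plus C-terminally eYFP-tagged A3F were seeded, incubated overnight at 37 deg C, dosed with compound, incubated overnight again at 37 deg C. Yellow fluorescence (Ex 488/Em 500-530) reported blocked Vif-mediated A3F-eYFP degradation.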
TrxR1 substrate – qHTS Assay for Substrates of Mammalian Selenoprotein Thioredoxin Reductase 1 (TrxR1): qHTS | purified TrxR1 substrate turnover, NADPH consumption readout | Potency, µM (doses to about 114 µM), for the others: at the top dose activity change, negative = substrate turnover | 390,000 tested, 0.01% active; also: potency is read from the fitted curve at half-maximal effect; % is scaled to controls: 0 for no effect and ±100 for the full control effect; nearly all actives have a fitted effect of over 50% in size
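Rat TrxR1, dispensed at 90 nM, was prereduced with 400 uM NADPH (final) for 5 min at ~22 deg C, then incubated with compound 15 min before 400 uM selenite. A first-read NADPH fluorescence drop versus no-compound background flagged substrates.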
RGS4 inh – Inhibitors of Regulator of G Protein Signaling (RGS) 4: qHTS; Regulator of G-protein signaling 4 (Homo sapiens), P49798; Transcreener GDP fluorescence polarization, RGS4-accelerated GTP hydrolysis; Potency, µM (series often up to 114 µM), for the others: at the highest dose activity change, negative = inhibition, hits mostly inhibitors; 390,000 tested, 0.039% active; AID 504845, 2011; also: potency is read from the fitted curve at half-maximal effect; % is scaled to controls: 0 for no effect and ±100 for the full control effect; nearly all actives have a fitted effect of over 75% in size; some results filed as inactive show a strong effect at the top dose
Target sequence (P49798 whole entry, looked up): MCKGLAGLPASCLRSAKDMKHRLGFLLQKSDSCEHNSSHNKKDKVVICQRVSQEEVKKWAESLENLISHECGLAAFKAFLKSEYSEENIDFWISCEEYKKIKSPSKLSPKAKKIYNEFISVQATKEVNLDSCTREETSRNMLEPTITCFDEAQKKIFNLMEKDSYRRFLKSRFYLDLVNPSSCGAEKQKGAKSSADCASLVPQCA
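MLSMR compounds (23 nl, pin-transferred) preincubated 10 min at room temperature with a 500nM (2x) first reagent, then RGS4 at 900nM (2x) plus Transcreener GDP mix added; fluorescence polarization (620/688 nm) read before and after 90 min at 30 °C.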
GRP78 ERSR act – qHTS for Inducers of the Endoplasmic Reticulum Stress Response (ERSR) in Human Glioma: qHTS | 420,000 tested, 0.02% active | Potency, µM, inactives show at the highest dose activation, usual class: activators | U87-MG GRP78 promoter luciferase reporter, 16 h | AID 602332, 2012; also: potency is read from the fitted curve at half-maximal effect; series mostly up to about 76 µM; % of control where 0% means no effect; nearly all actives have a fitted effect of over 35% in size
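ERSR induction read as luciferase luminescence (Bright-Glo, 10 min at room temperature) in stably transfected human U87-MG glioma cells exposed to compounds for 16 h, using GRP78 as sensor.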
Vif-A3G inh – qHTS for Inhibitors of Vif-A3G Interactions: qHTS. DNA dC->dU-editing enzyme APOBEC-3G (Homo sapiens), Q9HC16. HeLa A3G-eYFP + Vif (tagged APOBEC3G with the HIV-1 protein that degrades it), YFP fluorescence, overnight. Potency, µM (doses to about 46.1 µM), inactives show at the top dose activity, negative = active, most hits filed as inhibitors. 410,000 tested, 0.076% active. AID 602310, 2012;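 also: potency is read from the fitted curve at half-maximal effect; % is scaled to controls: 0 for no effect and ±100 for the full control effect; nearly all actives have a fitted effect of over 60% in size; hits raise eYFP signal because A3G escapes Vif-driven loss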
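Read-out is eYFP fluorescence (Ex 488/Em 500-530) from Vif-expressing HeLa A3G-eYFP cells; more signal means A3G escaped Vif-mediated degradation. Cells plated overnight, compound pinned in, incubated overnight at 37 deg C.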
TrxR1 inh – qHTS Assay for Inhibitors of Mammalian Selenoprotein Thioredoxin Reductase 1 (TrxR1): qHTS | Thioredoxin reductase 1, cytoplasmic (Rattus norvegicus), O89049 | 390,000 tested, 1% active | Potency, µM (doses to about 114 µM), inactives show at the highest dose activity change, negative = inhibition, usual class: inhibitors | recombinant rTrxR1, NADPH fluorescence consumption, selenite substrate; also: potency is read from the fitted curve at half-maximal effect; % is scaled to controls: 0 for no effect and ±100 for the full control effect; nearly all actives have a fitted effect of over 65% in size
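Rat TrxR1 (90 nM in the dispensed reagent) was pre-reduced with 400 uM NADPH for 5 min at room temperature, then incubated with compound for 15 min. After 400 uM selenite was added, NADPH fluorescence (Ex 340/Em 450 nm) was followed for 8 min.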
mIDH1 inhibitor – qHTS for Inhibitors of mutant isocitrate dehydrogenase 1 (IDH1): qHTS | Isocitrate dehydrogenase [NADP] cytoplasmic (Homo sapiens), O75874 | IDH1-R132H enzyme, NADPH consumption, diaphorase/resazurin fluorescence | Potency, µM (highest dose often 76.6 µM), for the others: at the top dose activity change, negative = inhibition, most hits filed as inhibitors | 390,000 tested, 0.093% active; also: potency is read from the fitted curve at half-maximal effect; % is scaled to controls: 0 for no effect and ±100 for the full control effect; nearly all actives have a fitted effect of over 65% in size
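IDH1-R132H (0.5 ug/mL) preincubated 30 min with compound, then NADPH (0.016 mM) and alpha-KG (2 mM) added; 80 min at RT, pH 7.5. Remaining NADPH coupled via diaphorase/resazurin to fluorescence (540/590 nm); concentration-response curves normalized to no-enzyme control.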
Starred values were filed as active, the others as inactive; ? = inconclusive; & = joins results of further samples; [ ] = remark or other dose. Unless noted, calls follow the shape of the dose curve; as a rule, active = well fitted curve in the direction sought with a large enough effect; inconclusive = small, poorly fitted or top-dose-only effect, or another doubt; inactive = no such curve, though single readings can be large; an effect the other way counts as inactive or inconclusive.

Order of results: RGS4 inh | Vif-A3G inh | LDHA block | mIDH1 inhibitor | GRP78 ERSR act | USP1 inh | TrxR1 substrate | Vif-APOBEC3F blk | TrxR1 inh
CCCC(C)C(=O)Nc1ccc(F)c(Cl)c1 (stereo unspecified)
    -9% | -3% | -2 | 0% | -5% | -5% | -9% | -2% | 7%
COc1ccc(-c2nc(CS(=O)CC(=O)NC3CCCC(C)C3C)c(C)o2)cc1OC (stereo unspecified)
    -1% | -1% | -1 | 8% | -1% | -16% | 0% | -6% | ?
COCCNC(=O)C(=O)NCCN1CCNCC1
    5% | 1% | -9 | -6% | -6% | -19% | 5% | 3% | -23%
Cc1noc(C)c1C(=O)OCC(=O)Nc1cccc(S(N)(=O)=O)c1
    17% | 1% | -7 | 13% | 6% | -22% | 8%[57.1 µM] | -18% | 7%[57.1 µM]
C=CCn1cccc(C(=O)Nc2ccc(OC)c(OC)c2)c1=O
    ? | 1% | 1 | 15% | 0% | -17% | -5%[57.1 µM] | -7% | 4%[57.1 µM]
Cc1c(-c2ccccc2)cnc2c(C)cccc12
    8% | 1% | 2 | -2% | 1% | -18% | -1% | -1% | 28%
Cc1cc(NC(=O)CN2CCc3ccccc3C2)nc2c1c(=O)oc1ccccc12
    -13% | 2% | 5 | -12% | 1% | ? | -2% | -29% | -13%
Cc1n[nH]c(=O)c2c(NC(=O)CSc3ccccc3F)oc(C)c12
    4% | -2% | 14 | -6% | -1% | 1% | -1% | 2% | -3%
COc1ccc(-n2nnnc2/C=C\Nc2ccc(C)cc2)cc1
    -8% | -1% | -6 | 5% | -1% | -7% | 5%[57.1 µM] | 4% | 7%[57.1 µM]
CN(C)NC(=S)Nc1cccc(C(F)(F)F)c1
    -8% | -3% | -4 | 5% | -1% | ? | 7%[57.1 µM] | 10% | 9%[57.1 µM]
Cc1cc(C)c(OCC(=O)OC(C)C(=O)NC2CC2)c(C)c1 (stereo unspecified)
    10% | -6% | -2 | -1% | -5% | -23% | 6% | 6% | 18%
O=S(=O)(c1ccc2nc(COc3ccccc3)[nH]c2c1)N1CCOCC1
    -9% | 0% | 0 | 0% | -2% | -10% | 2% | 1% | 12%
O=C(CCCCCN1C(=O)c2ccccc2C1=O)Nc1ccccc1
    17% | 1% | -9 | -1% | 2% | -6% | 0%[57.1 µM] | 1% | -16%[57.1 µM]
O=S(=O)(c1ccccc1)c1cnc(-c2cccnc2)nc1-c1ccccc1
    -34% | 1% | -7 | 1% | -1% | -13% | 6% | 7% | 23%
Cc1ccc(CCNC(=O)CN2N=C(c3ccc(C)cc3)CCC2=O)cc1
    23% | 4% | -9 | 26% | -4% | 6% | 4%[57.1 µM] | 8% | 19%[57.1 µM]
O=C(Cn1cnc2scc(-c3cccc([N+](=O)[O-])c3)c2c1=O)NCc1ccco1
    -29% | 1% | -4 | 3% | 0% | -9% | -3% | -7% | -23%[57.1 µM]
COc1ccc(OC)c2[nH]c(=O)c(CCNC(=O)C3CCCCC3)cc12
    -31% | 0% | 7 | -2% | 0% | 4% | 11%[57.1 µM] | 9% | 9%[57.1 µM]
O=C(N=Nc1c(O)[nH]c2ccccc12)c1cccs1
    6% | -2% | -5 | -2% | -6% | -8% | -1% | 2% | 20%
CCc1cc(C)c(O)c(CC)n1
    -5% | 2% | -3 | 3% | -3% | -6% | -1% | 2% | -5%
Cc1cc(C)c2c(=O)cc(C(=O)Nc3ccccc3C(F)(F)F)oc2c1
    9% | 1% | -8&0 | 18% | -2% | -12% | 6% | -4% | 18%
CCOC(=O)N1CCN(C(=O)c2ccccc2SCC(=O)NCC2CCCCC2)CC1
    -27% | 0% | -7 | -1% | 0% | 2% | -5% | -28% | -6%
CC(C)N(C(=O)CN1CCN(S(=O)(=O)c2ccc(Br)s2)CC1)C(C)C
    -11% | 1% | -4 | 5% | -4% | -16% | -10% | 9% | 0%
COc1ccc(OC)c(CCNC(=O)CCc2nnc3ccc(N4CCCC4)nn23)c1
    -53%[56.9 µM] | -2% | 0 | 5% | 0% | -15% | -10%[57.1 µM] | 5% | 23%[57.1 µM]
CCOC(=O)N1CCc2c(sc3c2c(=O)n(-c2ccc(CC)cc2)c(=O)n3Cc2cccc(OC)c2)C1
    5% | -9% | -3 | -21% | -2% | -4% | 1% | -9% | 13%
CCOC(=O)c1[nH]c2ccccc2c1NC(C)=O
    13% | 3% | -7 | 2% | -3% | -12% | 2% | 4% | -5%
O=C(Cc1ccccc1)NN1C(=O)/C(=C/c2ccccc2C(=O)O)SC1=S
    -5% | -11% | -17 | 3% | -5% | -23% | -5% | 2% | -6%
CC(/C=N/n1c(COc2ccccc2)n[nH]c1=S)=C\c1ccccc1
    -52% | -7% | 0 | 4% | 0% | -21% | 2% | -2% | -14%
Cc1ccsc1C(=O)NNC(=S)NCC(C)C
    -4% | 0% | -1 | 3% | 2% | -10% | 10%[57.1 µM] | -3% | 3%[57.1 µM]
O=S(=O)(c1ccc(F)c(Cl)c1)N1CCN(C/C=C/c2ccccc2)CC1
    -43% | 2% | -2&6 | 0% | -2% | -21% | -9% | 2% | 4%
Cc1ccc(Nc2nc(N)nc(CSc3ncccn3)n2)cc1
    13% | -12% | 0 | 12% | -4% | -6% | 0%[57.1 µM] | -3% | 7%[57.1 µM]
COc1ccc(OC)c(/C(C)=N\NC(=O)c2cc3cc(Cl)ccc3n2C)c1
    0% | ? | -2 | 11% | -1% | -20% | -1% | -7% | 22%
CC(=O)NC1C2CN3CCN(C2)CC1(Cc1ccccc1)C3 (stereo unspecified)
    15% | 1% | -1 | -2% | -5% | 2% | -14% | -4% | -20%
COc1cccc(NC(=O)COC(=O)c2nc3nccc(C)n3n2)c1
    10% | -7% | -3 | 0% | 2% | -15% | 6% | 8% | 13%
CN1CCN(S(=O)(=O)c2ccc3c(c2)NC(=O)CS3)CC1
    17% | 0% | -13&6 | 3% | -5% | -5% | -3% | 3% | 18%
CC(C)(CC(=O)O)CC(=O)N1CCN(c2nc3cc(Cl)ccc3s2)CC1
    4% | 0% | -6 | 4% | -1% | -19% | 13%[57.1 µM] | -8% | 19%[57.1 µM]
COc1ccc(CCN2CC(C(=O)OCC(=O)NC(C)c3cccc(Cl)c3)CC2=O)cc1OC (stereo unspecified)
    -5% | 0% | -4 | 10% | -4% | -1% | -11% | 3% | -17%
Cc1cc(=O)c2c([nH]1)c(C)cc1[nH]c(C)c(C)c12
    -1% | -26% | 1 | -7% | 0% | -20% | 122%[activator] | -20% | 16%
Cc1oc2cc3oc(=O)c(CC(=O)O)c(C)c3cc2c1-c1ccccc1
    -48% | 0% | -3 | 10% | -2% | -21% | 15% | -10% | 12%
Cc1c(CC(=O)NCCC(=O)O)c(=O)oc2cc3occ(-c4ccccc4)c3cc12
    -22%[56.9 µM] | -10% | -3 | -8% | 0% | -23% | 5% | -1% | 13%
CNS(=O)(=O)c1cc(O)c2c(S(=O)(=O)NC)cccc2c1
    -11%[11.4 µM] | 2% | 9 | 5% | -2% | -7% | 7%[11.4 µM] | -6% | -30%[57.1 µM]
CCOc1ccc(-c2nnc(N(CC)C(=O)C3CCC3)s2)cc1
    22% | 2% | -3 | 4% | 3% | -14% | 8% | -1% | 1%
CCCCC(C(=O)NC1CCCC1)N(C(=O)c1snc(C(N)=O)c1N)c1ccc(OCC)cc1 (stereo unspecified)
    18% | 0% | -1 | 8% | -5% | -12% | 4%[57.1 µM] | -4% | 21%[57.1 µM]
O=C(NCC(c1ccco1)N1CCCC1)c1sc2ccccc2c1Cl (stereo unspecified)
    -7% | 5% | -2&-8 | -4% | 0% | -17% | 11% | -4% | 13%
Cc1nc2ccc(NC(=O)COc3ccccc3C)cc2s1
    7% | -9% | -5 | 5% | 7% | -25% | 7%[57.1 µM] | -19% | 13%
CC(C)c1nc2sc3c(c2c(=O)n1N)CC(C)(C)OC3
    17% | -4% | -4 | 3% | 1% | -22% | 0%[57.1 µM] | 1% | 5%[57.1 µM]
COc1ccc(NS(=O)(=O)c2ccc3[nH]c(=O)[nH]c3c2)cc1
    11% | -5% | 0 | -3% | -4% | -22% | 2% | 1% | 20%

Not all compounds are listed; count on the stated rates, not on these rows.
